High-throughput results deposited in PubChem by several laboratories.
APP 5'UTR act: activates APP 5'UTR luciferase reporter | activation, % at 2 µM | hit rate 1% among 190,000 | AID 1276 | SH-SY5Y APP 5'UTR luciferase reporter, luminescence; zero percent = DMSO vehicle wells;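 active = activation above a set limit, based on mean plus 3 SD of controls, cut at about 140% in these data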; note: values of inactives mirror those of a sister screen read the other way
TLR4 MyD88 comp: blocks binding of human TLR4 to MyD88; O00206+Q99836; HeLa CL3-4 TLR4/MyD88 BLA complementation, FRET ratio; inhibition, % at 8.4 µM; hit rate 0.18% among 200,000; AID 861; in the data active = inhibition above about 25%;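 note: 0% = vehicle and 100% = reference inhibitor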
Target sequence (O00206 whole entry, looked up): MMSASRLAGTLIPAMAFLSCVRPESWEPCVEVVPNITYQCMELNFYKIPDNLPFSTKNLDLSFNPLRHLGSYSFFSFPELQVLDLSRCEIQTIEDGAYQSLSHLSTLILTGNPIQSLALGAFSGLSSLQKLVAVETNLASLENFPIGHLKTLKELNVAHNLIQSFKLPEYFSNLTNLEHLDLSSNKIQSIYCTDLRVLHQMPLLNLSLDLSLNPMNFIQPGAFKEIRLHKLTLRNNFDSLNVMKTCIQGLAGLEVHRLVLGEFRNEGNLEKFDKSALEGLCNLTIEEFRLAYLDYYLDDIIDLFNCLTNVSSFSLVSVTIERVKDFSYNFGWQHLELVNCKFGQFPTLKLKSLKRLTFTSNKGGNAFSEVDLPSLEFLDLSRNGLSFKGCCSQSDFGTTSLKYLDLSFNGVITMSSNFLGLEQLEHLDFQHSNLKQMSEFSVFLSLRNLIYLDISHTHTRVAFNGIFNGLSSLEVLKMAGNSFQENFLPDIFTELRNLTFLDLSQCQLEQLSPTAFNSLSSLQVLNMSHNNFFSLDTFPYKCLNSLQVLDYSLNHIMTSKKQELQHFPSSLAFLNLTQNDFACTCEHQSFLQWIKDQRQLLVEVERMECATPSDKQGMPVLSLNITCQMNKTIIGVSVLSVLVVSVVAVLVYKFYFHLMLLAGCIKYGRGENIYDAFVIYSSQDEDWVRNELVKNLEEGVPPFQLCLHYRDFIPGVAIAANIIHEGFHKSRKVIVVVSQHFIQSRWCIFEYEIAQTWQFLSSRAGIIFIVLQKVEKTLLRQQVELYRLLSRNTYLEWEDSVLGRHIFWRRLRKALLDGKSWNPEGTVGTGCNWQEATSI
Target sequence (Q99836 whole entry, looked up): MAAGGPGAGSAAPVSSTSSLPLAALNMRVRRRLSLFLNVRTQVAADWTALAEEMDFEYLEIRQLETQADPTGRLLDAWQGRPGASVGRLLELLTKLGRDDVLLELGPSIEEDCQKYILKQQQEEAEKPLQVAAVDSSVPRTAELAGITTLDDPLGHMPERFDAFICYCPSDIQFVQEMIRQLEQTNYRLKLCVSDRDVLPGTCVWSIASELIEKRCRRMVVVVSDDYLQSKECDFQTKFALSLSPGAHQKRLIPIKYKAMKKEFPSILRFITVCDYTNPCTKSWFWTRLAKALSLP
HMGR II inh: blocks class II HMG-CoA reductase of Enterococcus faecalis. purified E. faecalis HMGR, NADPH absorbance 340 nm kinetic. inhibition, % at 10 µM. hit rate 0.41% among 190,000. AID 1066;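 active = inhibition above a set limit, the median over all tested compounds plus 3 SD, cut at about 9.5% in these data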;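 note: enzyme runs in reverse so mevalonate oxidation gives rising NADPH absorbance; 0% = complete reaction with DMSO and 100% = background rate lacking mevalonate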
STAT3 inh: inhibitors of IL-6 induced STAT3 signaling. hit rate 0.89% among 190,000. inhibition, % at 5.5 µM. U3A cells, IL-6 STAT3-luciferase reporter, luminescence; host cell line lacks STAT1;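 active = inhibition above the mean inhibition across all screened compounds plus 3 SD, cut at about 44% in these data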;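 note: 0% = DMSO only wells and 100% = 100 µM nifuroxazide control wells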
Hsp70 act: switches on Hsp70 transcription; HeLa Hsp70 promoter luciferase reporter, luminescence; scaled: vehicle 0, proteasome-inhibitor control 100%; AID 1203; activation, % at 10 µM; hit rate 0.04% among 200,000;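 active = activation above the mean across all tested compounds plus 3 SD, cutoff set per campaign, cut at about 5.5% in these data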;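 note: 100% = MG132 at 30 µM as the positive control and 0% = DMSO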
NF-kB expr up: raises NF-kB expression in human neuronal cells | NF-kB reporter expression; hits give high values | fold change at 12.5 µM | hit rate 1.6% among 190,000; in the data active = fold change above about 3.3
Redox H2O2 prof: compounds producing H2O2 with reducing agent – biochemical, NIH compound library profiling, artefact control for MLSCN library redox annotation, primary screen | DTT-dependent redox cycling H2O2, phenol red/HRP absorbance; 100% = 100 µM peroxide control, 0% = buffer | activation, % at 10 µM | hit rate 0.03% among 200,000;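 active = activation of at least 50% relative to the plate's high and low controls in the primary single-dose screen; inactive = activation below 50%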;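 note: compound incubated with DTT at 0.8 mM final as the reducing agent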
STAT1 blocker: inhibitors of IFN-gamma induced STAT1 signaling; NIH 3T3 STAT1-luciferase reporter, luminescence; hit rate 0.35% among 200,000; inhibition, % at 5.5 µM;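 active = inhibition above a set limit, the mean inhibition across all tested compounds plus 3 SD, cut at about 34% in these data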;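 note: 0% = IFN-gamma with DMSO and 100% = IFN-gamma with 300 µM nifuroxazide; values of inactives mirror those of a sister screen read the other way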
STAT3 act: activators of IL-6 induced STAT3 signaling; hit rate 0.91% among 190,000; activation (% of control), % at 5.6 µM; U3A cells, IL-6 STAT3-luciferase reporter, luminescence; 100% = signal with IL-6 EC80 alone;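 active = activation above the screen-wide mean of compound activation plus 3 SD, cut at about 130% in these data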;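 note: 0% = background luminescence of wells with medium and substrate only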
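system = STAT3-luciferase reporter U3A cells | reagent = IL-6 stimulus at 33 ng/mL final | timing = 1 h compound pre-exposure, 6 h IL-6 stimulation, 37 °C | measured by = luminescence | evaluation = % activation versus median of IL-6-stimulated wells | control set = IL-6-only wells as 100% reference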
STAT1 act: STAT1 signaling activation | NIH 3T3 STAT1-luciferase reporter, IFN-gamma, luminescence; 100% = IFN-gamma alone, no compound | activation (% of control), % at 5.5 µM | hit rate 2.6% among 200,000;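 active = activation above the screen-wide mean activation plus 3 SD, cut at about 130% in these data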;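 note: raw ratio to IFN-gamma control signal so 100% means no change and 0% no light; values of inactives mirror those of a sister screen read the other way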
* = called active by the depositor; nt = no result given.

molecule,APP 5'UTR act,TLR4 MyD88 comp,HMGR II inh,STAT3 inh,Hsp70 act,NF-kB expr up,Redox H2O2 prof,STAT1 blocker,STAT3 act,STAT1 act
COc1ccc(/C=C/C(=O)N2c3ccccc3Sc3ccc(C(F)(F)F)cc32)cc1,-2,-9,-3,-10,-0.1,0.79,2.9,0,104,100
COC(=O)c1ccccc1NC(=O)C1CCN(C(=O)c2cc(OC)c(OC)c(OC)c2)CC1,-4,2,-6,14,-0.2,0.78,0.6,7,90,93
O=C(Cn1c2[n+](c3ccc(C(F)(F)F)cc31)CCCCC2)Nc1ccc(Br)cc1,-22,4,-4,3,0.0,0.99,-0.2,-7,104,106
CCCCN(CC)c1nc(-c2ccncc2)nc2ccccc12,8,-3,-5,1,-0.5,0.65,0.1,-5,100,105
O=S(=O)(Nc1ccc2cn[nH]c2c1)c1ccc(Cl)s1,14,6,-10,-49,0.0,1.1,-3.1,0,138*,100
CCC(C)c1ccccc1OCCOCCN1CCCC1 (stereo not drawn),-9,-13,1,2,-0.2,1.1,0.3,3,97,98
Cn1c(N)c(C#N)c2c(c1=S)COC(C)(C)C2,6,-1,-3,1,-0.5,1.1,0.7,-3,106,102
O=c1c(Cl)c(Cl)cnn1Cc1nnc(-c2ccccc2Br)o1,-94,11,8,1,1.2,0.19,-0.1,4,107,94
O=C(Cc1cccs1)N1CCCC(c2nc(-c3ccc(S(=O)(=O)N4CCCC4)cc3)no2)C1 (stereo not drawn),-1,-3,-8,21,-0.4,0.67,-0.3,9,90,92
O=C(CN1CCN(c2ccc(F)cc2)CC1)NC(=O)NCc1ccco1,18,-6,-4,1,-0.1,1.2,-0.3,-3,100,102
C=C(C)Cn1c(-c2ccccc2)nc2ccccc21,-2,-8,-8,14,-0.2,1,-1.2,10,93,91
COc1ccccc1NC(=O)CSc1nnc(CSc2nc(C)cc(C)n2)o1,-4,-23,2,5,-0.3,1.1,-0.7,-2,101,101
CC1CCN(C(=O)CSc2nnc(-c3ccncc3)n2C)CC1,-10,-8,-8,2,-0.2,1.1,0.5,-3,100,103
CCc1ccc(C2C(C#N)=C(N)SC(N)=C2C#N)cc1,1,16,-4,16,-0.2,1,0.7,10,90,91
COc1ccccc1/C=C(/C(=O)OCC(=O)Nc1ccccc1C(C)C)c1ccccc1,-9,6,-3,3,-0.3,0.96,3.7,10,96,90
COC(=O)C1CCN(C(=O)/C=C/c2ccc(OC)cc2)CC1,65,11,2,-10,-0.1,1.4,0.2,-17,114,115
Cc1cccc(NC(=O)CSc2nnnn2C)n1,-4,-5,-2,10,-0.4,1.1,1.3,-3,95,102
Cc1ccc(S(=O)(=O)N2CCN(C(=O)c3ccccn3)CC2)cc1,3,4,-9,-6,-0.1,1,-2.0,6,106,93
CCOC(=O)c1sc(N)nc1C(C)(C)C,11,6,-3,10,0.1,1.2,-4.2,2,96,99
CCC1(CC)Cc2ccccc2C(Nc2c(C)n(C)n(-c3ccccc3)c2=O)=N1,-4,-6,-5,8,-0.4,1,0.3,6,97,95
N#CCC(CNc1ncc(C(F)(F)F)cc1Cl)OC(=O)c1ccc(Cl)cc1Cl (stereo not drawn),-1,-8,-2,8,0.2,0.83,1.8,4,98,96
Cc1ccc(CN2C(=O)C3CCCN3c3ccc(C#N)cc32)cc1 (stereo not drawn),-5,-2,3,6,-0.2,0.95,-0.3,9,95,92
CCOP(=O)(OCC)C(NC(=O)Nc1ccc(C)c(Cl)c1)c1ccccc1 (stereo not drawn),5,8,-2,6,-0.3,1.1,0.2,-6,102,106
Cc1cc(NC(=O)Cc2ccccc2)ccc1NC(=O)c1cccs1,-11,-1,-1,13,-0.3,1.1,-0.4,-2,93,102
Cc1ccc(-n2nnnc2SC(C)C(=O)Nc2ccccc2-c2ccccc2)cc1 (stereo not drawn),4,-12,-5,0,-0.4,0.9,1.3,6,102,94
Cc1ccc(N(C(=O)CCl)C(C(=O)NC2CCCCC2)c2cccnc2)cc1C (stereo not drawn),-30,9,-1,70*,-0.2,0.13,-0.9,30,41,73
O=C(CC1C(=O)NCCN1C(=O)Nc1ccccc1)Nc1ccc2c(c1)OCCO2 (stereo not drawn),-21,12,-4,12,-0.5,1.2,1.4,5,97,95
N#Cc1cccc2cnccc12,-13,-1,-7,10,0.1,1.2,0.9,-2,97,101
CC(=O)NCCc1ccc(S(=O)(=O)NCc2ccc3c(c2)OCO3)cc1,-9,8,1,5,-0.1,1,-1.5,-6,99,105
COc1ccc(N2CN=C3SCC(=O)N3C2)cc1,14,-7,-1,-1,0.1,1.3,4.6,-7,105,107

Retrieved by structure from the entries so far:
molecule,APP 5'UTR act,TLR4 MyD88 comp,HMGR II inh,STAT3 inh,Hsp70 act,NF-kB expr up,Redox H2O2 prof,STAT1 blocker,STAT3 act,STAT1 act
N#CCC(CNc1ncc(C(F)(F)F)cc1Cl)OC(=O)c1ccc(Cl)cc1Cl (stereo not drawn),-1,-8,-2,8,0.2,0.83,1.8,4,98,96
CCC1(CC)Cc2ccccc2C(Nc2c(C)n(C)n(-c3ccccc3)c2=O)=N1,-4,-6,-5,8,-0.4,1,0.3,6,97,95

Next section:
molecule,APP 5'UTR act,TLR4 MyD88 comp,HMGR II inh,STAT3 inh,Hsp70 act,NF-kB expr up,Redox H2O2 prof,STAT1 blocker,STAT3 act,STAT1 act
NS(=O)(=O)c1ccc(NC(=O)N[C@@H](Cc2ccccc2)C(=O)O)cc1,0,15,7,8,-0.5,1.1,0.2,-11,97,110
CC(c1ccccc1)N1C(=O)c2ccc(C(=O)NCc3ccco3)cc2C1=O (stereo not drawn),-1,3,-2,-10,-0.1,0.9,0.7,3,109,98
COc1ccc(C)cc1NC(=O)C(=O)NCc1ccncc1,11,-2,-1,5,-0.3,1.4,-0.5,-7,96,106
NS(=O)(=O)c1cc(C(=O)OCC(=O)c2ccccc2)c(Cl)cc1Cl,0,7,0,16,-0.2,1.3,0.6,1,96,99
O=C(O)C1CCN(Cc2ccccn2)CC1,13,6,1,-1,-0.3,0.93,-0.8,-2,103,102
c1ccc2nc(N3CCN(Cc4ccc5c(c4)OCO5)CC3)cnc2c1,-8,-2,-1,6,-0.3,1.1,-0.7,6,100,92
CC1=C(C(=O)OCC(C)C)C(c2ccsc2)NC(=O)N1 (stereo not drawn),-18,-6,0,1,-0.3,0.94,-2.0,9,101,91
COc1ccc(CNCc2cccc(OC)c2OC)cc1Br,24,-20,-6,5,-0.1,1.2,-2.1,1,98,98
CC(=O)C1=C(O)C(=O)N(Cc2ccco2)C1c1ccccc1F (stereo not drawn),-14,6,0,9,-0.2,1.2,-0.2,5,94,93
O=C(/C=C/c1ccccc1)N/C(=C/c1ccccc1)C(=O)Nc1ccccc1O,35,-4,1,11,0.4,1.1,-3.9,-8,95,107
CC(=O)Nc1ccc(/C=N/NC(=O)CNS(=O)(=O)c2ccccc2)cc1,5,1,1,2,-0.2,1.2,-0.3,-2,103,102
COC(=O)c1ccccc1NC(=O)c1cc(-c2ccc(C)cc2)on1,-6,-14,6,-2,-0.2,0.9,-0.1,-5,102,104
COc1ccc(S(=O)(=O)N2CCN(C(=O)NC3CCCCC3)CC2)cc1OC,4,4,-2,6,-0.3,1.2,0.6,-1,96,100
NS(=O)(=O)c1ccc(CCNC(=O)Cc2ccccc2[N+](=O)[O-])cc1,-10,13,1,-30,-0.1,0.91,0.0,6,133*,94
CC(=O)NC1=NN(C(C)=O)C(C)(CC(=O)OC(C)(C)C)S1 (stereo not drawn),-19,-6,2,5,1.8,0.94,-0.3,-1,98,99
COc1ccc(/C=C/c2c([N+](=O)[O-])c(=O)n(C)c(=O)n2C)cc1OC,-8,14,9,1,0.0,1.4,-1.2,-3,108,100
Nc1nc(-c2ccc(Cl)cc2)c(S(=O)(=O)c2ccccc2)s1,-25,16,-3,-2,0.1,0.97,-1.4,-1,105,101
CC(C)COc1ccc(C(=O)Nc2ccccc2[N+](=O)[O-])cc1,83,4,-2,6,-0.1,2.8,0.7,-37,96,133*
NC(=O)c1ccccc1NS(=O)(=O)Cc1ccc(Cl)cc1,2,6,-1,12,-0.2,1.1,2.8,8,92,93
CC(C)CCSc1nc2[nH]ncc2c(=O)[nH]1,-6,-11,-1,13,-0.2,1.4,1.3,-7,93,106
O=C1SC(c2ccccc2)=C/C1=C\N1CCCCC1,-10,-2,4,-31,0.0,1,2.8,-2,130,102
NNC(=O)C12CC3CC(C1)CC(n1ncnn1)(C3)C2,6,3,0,-4,-0.1,1.1,-0.1,-3,108,103
COc1ccc(NC2c3ccccc3C(=O)N2Cc2ccco2)cc1OC (stereo not drawn),9,6,1,2,-0.2,0.92,-2.3,5,99,96
O=C(Cn1c(C2CC2)nc2ccccc2c1=O)Nc1ccc(Br)cc1,3,1,-5,1,-0.1,1.1,0.5,2,103,98
O=C(c1ccco1)N1CCN(c2ncnc3c2[nH]c2ccc(Br)cc23)CC1,4,4,-1,18,-0.1,0.53,3.2,37*,86,66
Nc1[nH]c(=O)[nH]c(=O)c1N=Nc1cccc(Cl)c1,1,-14,-4,4,0.2,1.3,-0.9,-4,98,103
CC(=O)Nc1ccc(S(=O)(=O)N2CCN(C(=O)Cc3ccccc3)CC2)cc1,-17,-5,0,8,-0.1,1.1,4.3,-5,97,104
O=C(c1ccccc1)c1ccc(C(=O)N2CCOCC2)cc1,10,-8,-7,0,-0.2,1.1,1.0,4,105,97
Cc1ccc(SCC2=NN(c3nc(C)cc(C)n3)C(=O)C2)cc1,13,-5,-4,11,-0.1,1.3,-0.9,5,98,94
O=C(CCl)c1ccc2c(c1)CCN2C(=O)C1CC1,5,19,-3,17,0.2,1.8,-0.9,8,88,91
COc1ccc(C(=O)Cn2c3ccccc3n3nc(CCC(=O)O)c(=O)nc23)cc1OC,6,-10,-2,0,-0.2,1.1,0.1,-2,100,102
CCOC(=O)Cn1nnc(-c2cc(OC)c(OC)c(OC)c2)n1,-38,-3,-3,-6,-0.6,1.4,0.0,1,106,98
CCOc1ncccc1C(=O)OCc1cn2cc(Cl)ccc2n1,-1,2,-1,12,-0.1,1.2,2.2,-9,91,108
CCCCCC(=O)Nc1nc(C)c(-c2csc(Nc3ccc(Cl)cc3)n2)s1,5,9,0,-60,-0.2,1,8.5,15,148*,87
CC1(C)N=C(c2ccc(Cl)cc2Cl)C(=O)N1,-1,-17,-12,-2,-0.1,1.1,-1.3,-3,103,102
CCOc1ccccc1N1C(=O)c2ccc(C(=O)Nc3cccnc3)cc2C1=O,-8,1,-4,3,-0.1,1.2,-0.6,1,102,99
CCOc1ccc(C(=O)Nc2ccccc2C#N)cc1[N+](=O)[O-],8,-12,1,13,-0.1,1.5,-0.4,11,89,90
CC(=O)Nc1nc(-c2ccccc2)nc(-c2ccccc2OC(C)=O)n1,-13,-9,3,10,0.2,0.5,0.2,-1,96,102
CCN(CC)c1ccc(C2Nc3cccc4cccc(c34)N2)c(O)c1,6,7,nt,-14,-0.1,nt,0.1,11,115,90
